# From PubChem BioAssay
# STEP inh – STEP phosphatase inhibitors, primary screen, biochemical, fluorescence intensity, uHTS | AID 588621, 2011 | 360,000 tested, 0.25% active | inhibition, % at 20 µM | recombinant STEP, OMFP fluorogenic substrate | Tyrosine-protein phosphatase non-receptor type 5 (Homo sapiens), P54829;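 active means inhibition at 20 µM, scaled per plate between control wells, above about 37%, limit read from the data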;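 further: 0% = DMSO with enzyme and substrate and 100% = substrate only without enzyme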
#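 Test system: STEP tyrosine phosphatase / Reagent: OMFP at 25 µM / Doses: 20 µM, 1% DMSO / Read-out: percent inhibition scaled to no-enzyme and uninhibited-enzyme controls, plate-pattern corrected / Detection: FITC-channel fluorescence of OMFP product / Medium: Bis-Tris buffer pH 6.0, 2.5 mM DTT, 0.005% Tween 20 / Schedule: 20 min at room temperature, dark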
# eLon inh – inhibitors of E. coli Lon protease, primary screen, biochemical, fluorescence polarization. purified E. coli Lon protease. inhibition, % at 7.94 µM. AID 602123, 2011. 360,000 tested, 0.42% active; in the data active means inhibition above about 13%, passing the limit was not always enough;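 further: 0% = enzyme with probe and DMSO and 100% = no enzyme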
# MsrA act – bovine MsrA enzyme activators, primary screen, biochemical, absorbance, HTS | Methionine sulfoxide reductase A (Bos taurus) | purified bovine MsrA, absorbance read-out | AID 602163, 2012 | 360,000 tested, 0.3% active | activation, % at 10.6 µM; in the data active means activation above about 7.5%;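 further: 0% = vehicle and 100% = reference activator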
# NRP1-CendR mod – modulators of CendR peptide binding to NRP-1, primary screen, biochemical, fluorescence polarization, uHTS; AID 602438, 2012; FAM-RPARPAR peptide binding to NRP-1; inhibition, % at 25 µM; Neuropilin-1 (Homo sapiens), O14786; 360,000 tested, 0.85% active;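 active means inhibition or corrected inhibition above about 18%, plus a signal ratio from 0.5 to 1.5, limit read from the data, passing the limit was not always enough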; further: strong numbers were not always called active
# Target sequence (O14786 whole entry, looked up): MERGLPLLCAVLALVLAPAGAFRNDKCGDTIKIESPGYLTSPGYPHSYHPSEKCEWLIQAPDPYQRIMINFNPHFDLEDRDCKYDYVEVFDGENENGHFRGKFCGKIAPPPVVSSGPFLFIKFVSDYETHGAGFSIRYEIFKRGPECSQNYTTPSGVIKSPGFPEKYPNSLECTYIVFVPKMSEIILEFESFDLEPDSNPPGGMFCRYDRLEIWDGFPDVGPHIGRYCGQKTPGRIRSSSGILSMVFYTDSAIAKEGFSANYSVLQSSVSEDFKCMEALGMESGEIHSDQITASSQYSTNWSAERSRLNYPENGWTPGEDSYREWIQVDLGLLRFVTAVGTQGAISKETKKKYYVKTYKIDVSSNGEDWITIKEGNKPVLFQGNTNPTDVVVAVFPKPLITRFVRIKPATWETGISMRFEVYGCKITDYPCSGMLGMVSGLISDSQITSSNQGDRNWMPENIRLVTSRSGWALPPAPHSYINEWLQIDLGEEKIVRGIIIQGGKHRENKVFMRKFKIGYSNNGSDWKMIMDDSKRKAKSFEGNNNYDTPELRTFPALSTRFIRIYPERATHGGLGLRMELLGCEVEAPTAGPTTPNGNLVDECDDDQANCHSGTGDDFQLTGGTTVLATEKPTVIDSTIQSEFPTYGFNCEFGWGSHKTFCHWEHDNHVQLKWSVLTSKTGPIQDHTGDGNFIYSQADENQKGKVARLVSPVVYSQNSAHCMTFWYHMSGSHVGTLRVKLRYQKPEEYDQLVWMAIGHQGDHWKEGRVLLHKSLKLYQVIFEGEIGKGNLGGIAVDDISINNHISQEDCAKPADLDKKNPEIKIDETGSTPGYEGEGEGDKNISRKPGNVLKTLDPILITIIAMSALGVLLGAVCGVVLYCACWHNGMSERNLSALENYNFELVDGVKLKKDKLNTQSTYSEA
# Scp-1 inhibitor – Scp-1 phosphatase inhibitors, primary screen, biochemical, colorimetric, uHTS | Carboxy-terminal domain RNA polymerase II polypeptide A small phosphatase 1 (Homo … | Recombinant Scp1, phosphopeptide, malachite green phosphate absorbance | inhibition, % at 20 µM | 340,000 tested, 0.88% active | AID 493091, 2011;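 active means inhibition above about 50% at 20 µM, limit read from the data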;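 further: plate controls were DMSO wells with enzyme for no effect and wells lacking enzyme for full effect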
#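 System: SCP-1 catalytic domain; Reagent: Phospho 17-mer peptide substrate; Doses: one concentration, 20 µM, with 1.0% DMSO; Incubation: 45 min room-temperature reaction, 5 min colour, 30 min stabiliser; Signal: Phosphate-binding colour reagent, absorbance read at 630 nm.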
# SUMO1-SIM PPI – modulators of SUMO1 protein-protein interactions, primary screen, biochemical, uHTS; AID 602429, 2012; inhibition, % at 20 µM; Small ubiquitin-related modifier 1 (Homo sapiens), P63165; SUMO1 binding to a labelled peptide, TR-FRET, 1 h; 360,000 tested, 0.33% active; in the data active means inhibition above about 37%
# DNMT1 inh – human DNMT1 methyltransferase inhibitors, primary screen, biochemical, molecular beacon, fluorescence, HinP1I cleavage, uHTS | AID 588458, 2011 | DNA (cytosine-5)-methyltransferase 1 (Homo sapiens), P26358 | inhibition (reported as % activation of signal), % at 10 µM | 360,000 tested, 0.83% active; in the data active means inhibition above about 50%
# LMPTP block – LMPTP phosphatase inhibitors, primary screen, biochemical, fluorescence intensity, uHTS. recombinant LMPTP-A, OMFP fluorogenic substrate. 360,000 tested, 0.22% active. AID 651560, 2012. inhibition, % at 20 µM;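 active means compounds that cut the enzyme signal by at least half of the control window in the single-dose screen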;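 further: plate controls were DMSO wells with enzyme plus substrate for no effect and substrate without enzyme for full effect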
# Target sequence (P24666 whole entry, looked up): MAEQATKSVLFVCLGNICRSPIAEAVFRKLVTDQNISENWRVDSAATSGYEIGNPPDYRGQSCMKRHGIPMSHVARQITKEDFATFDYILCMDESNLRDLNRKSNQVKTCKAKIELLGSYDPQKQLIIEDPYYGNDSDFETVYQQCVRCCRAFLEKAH
#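 test system = LMPTP-A | amount = 0.625 nM LMPTP-A final | reagent = fluorogenic phosphatase substrate OMFP at 400 µM final | incubation = 50 min at room temperature | benchmarks = no-enzyme low control, uninhibited high control | medium = Bis-Tris pH 6.0, DTT, detergent | signal = fluorescence intensity of OMFP turnover product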
# MsrA inhibitor – bovine MsrA enzyme inhibitors, primary screen, biochemical, absorbance, HTS; 360,000 tested, 0.75% active; inhibition, % at 15.5 µM; purified bovine MsrA, absorbance read-out; Methionine sulfoxide reductase A (Bos taurus); in the data active means inhibition above about 4.5%;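 further: 0% = vehicle wells with enzyme and 100% = reference inhibitor wells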
# TbMetRS inhib – T. brucei MetRS inhibitors, primary screen, biochemical, luminescence. inhibition, % at 11.9 µM. purified T. brucei MetRS, ATP depletion, Kinase-Glo luminescence. methionyl-tRNA synthetase (Trypanosoma brucei brucei). 360,000 tested, 0.4% active. AID 624268, 2012;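 active means inhibition above a per-plate cutoff of the control wells' mean inhibition plus 3 SD, cut at about 5.5% in these data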;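 further: 0% = DMSO wells median and 100% = median of wells with control inhibitor compound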
#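 Assay system: T. brucei methionyl-tRNA synthetase, purified | Medium: HEPES buffer with MgCl2, KCl, DTT, spermine, BSA, pyrophosphatase | Compound: 11.9 µM single point | Incubation: 15 min enzyme-compound preincubation, 2 h reaction, 10 min detection, 25 °C | Measured by: Kinase-Glo luciferase luminescence reporting remaining unconsumed ATP | Measure: % inhibition normalized to control-well medians | Replication: Singlicate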
# Active calls of the source: *; x = no result given.
# Start of the data: the first five entries (preview)
SMILES,STEP inh,eLon inh,MsrA act,NRP1-CendR mod,Scp-1 inhibitor,SUMO1-SIM PPI,DNMT1 inh,LMPTP block,MsrA inhibitor,TbMetRS inhib
CCN(CC(=O)Nc1ccc(NC(C)=O)cc1)C(=O)c1cc2c(s1)CCCCC2,2,-8,2,6,-6,-2,8,-0.7,1.7,-0.2
CC(=O)N1CCc2cc(NC(=O)C3(C)CCN3Cc3ccc(C(C)C)cc3)ccc21 (centres undefined),3,2,-1,-6,x,0,-6,1.0,0.2,0.1
O=C(CSc1ncn(-c2ccccc2)n1)Nc1nncs1,1,0,-6,7,-1,1,1,-2.0,-1.6,-1.3
c1ccc(Nc2nc3ccccc3n3nnnc23)cc1,-3,-30,-2,-14,-11,-5,0,0.3,8.1*,0.0
COC(=O)c1ccc(/C=C2\SC(=S)N(CCCC(=O)N3CCOCC3)C2=O)cc1,0,5,0,0,-5,-6,2,-0.5,0.1,-0.5

# All compounds of this part (from the top)
SMILES,STEP inh,eLon inh,MsrA act,NRP1-CendR mod,Scp-1 inhibitor,SUMO1-SIM PPI,DNMT1 inh,LMPTP block,MsrA inhibitor,TbMetRS inhib
CCN(CC(=O)Nc1ccc(NC(C)=O)cc1)C(=O)c1cc2c(s1)CCCCC2,2,-8,2,6,-6,-2,8,-0.7,1.7,-0.2
CC(=O)N1CCc2cc(NC(=O)C3(C)CCN3Cc3ccc(C(C)C)cc3)ccc21 (centres undefined),3,2,-1,-6,x,0,-6,1.0,0.2,0.1
O=C(CSc1ncn(-c2ccccc2)n1)Nc1nncs1,1,0,-6,7,-1,1,1,-2.0,-1.6,-1.3
c1ccc(Nc2nc3ccccc3n3nnnc23)cc1,-3,-30,-2,-14,-11,-5,0,0.3,8.1*,0.0
COC(=O)c1ccc(/C=C2\SC(=S)N(CCCC(=O)N3CCOCC3)C2=O)cc1,0,5,0,0,-5,-6,2,-0.5,0.1,-0.5
CCOc1cc(Br)c(CN2C(=O)NC3(CCCCCC3)C2=O)cc1OCC,1,-8,6,9,-5,2,-1,0.6,-1.5,-0.1
N#CCSc1ccc2nc(-c3ccccc3)cn2n1,1,4,3,6,-2,-2,1,-0.6,2.4,-0.3
CCCN(CCC)C(=O)C1CC(=O)OC12CCCCC2 (centres undefined),0,-6,-2,3,-1,-1,2,-1.6,-1.1,-0.8
Clc1ccc(-c2nc3c4ccccc4ccn3c2Cc2ccsc2)cc1,x,-8,-3,-20,x,-2,x,4.5,1.2,-0.9
CCc1cccc(C)c1NC(=S)N(CCCN1CCOCC1)Cc1cccnc1,41*,-3,-3,-3,-5,4,1,-5.2,-0.5,-0.5
OCC[C@H]1C[C@@H](O)[C@H](O)[C@@]2(OCCc3ccccc32)O1,-2,5,-5,6,-6,1,3,-2.0,-1.1,0.1
CCOC(=O)c1c(NC(=O)COC(=O)/C=C/c2ccco2)sc2c1CC(C)(C)NC2(C)C,3,-2,-3,-8,8,-31,7,4.1,8.7*,-0.6
Cc1onc(-c2ccccc2Cl)c1C(=O)Nc1ccc(-n2nncc2C(C)(C)C)cc1,0,-10,-3,-1,-4,-4,2,0.5,-0.2,-0.8
OC(CN1CCCC(C(F)(F)F)C1)c1ccccc1 (centres undefined),-2,8,-9,-3,-1,-12,0,-0.3,-1.3,-0.7
COc1cc(C(=O)NCC(c2cccs2)N2CCOCC2)ccc1OCc1ccc(Cl)cc1 (centres undefined),-1,-8,6,0,x,5,-1,0.9,-1.0,0.0
CSCCC(NC(=O)c1cccc(C)c1)C(=O)NCc1cccs1 (centres undefined),-2,-15,-6,4,-5,1,3,-0.4,-0.5,0.0
CC1CCCN(c2nc3ccccc3nc2C(C#N)S(=O)(=O)c2ccccc2)C1 (centres undefined),-21,10,3,-16,-8,1,-10,-0.6,0.4,1.2
CN(Cc1ccc(Cl)cc1)C(CCc1ccccc1)C(=O)NC1CCCCC1 (centres undefined),-4,-9,-4,20*,x,-3,10,4.0,0.2,-0.5
CC(C)OC(=O)CN1CCN(C2c3ccccc3-c3ccccc32)CC1,-1,5,-2,6,-12,-9,-2,-1.9,2.2,-0.6
CC(C)(C)c1nnc(NC(=O)CS(=O)(=O)Cc2ccccc2)s1,-4,-3,-5,7,1,4,0,-2.6,-0.1,-0.7
O=C(NC1CCCCC1)[C@H](CSCc1ccccc1)N1Cc2ccccc2C1=O,1,1,-1,-2,-15,2,0,2.0,-0.2,-0.3
CC1=NC(C)(C)Cc2ccccc21,2,-7,0,0,-4,1,1,-1.7,2.1,-0.2
O=C(Nc1ncc2c(n1)CC(c1ccc(Cl)cc1)CC2=O)c1ccco1 (centres undefined),-1,-2,5,-1,-1,-6,-1,-1.6,0.0,-0.2
Cc1onc(-c2ccccc2)c1C(=O)Nc1nc(-c2cc(F)ccc2F)cs1,-1,-7,-2,-4,-5,-15,1,0.3,-0.1,0.0
O=C(NCC1CCCO1)Nc1ccc2c(c1)OCO2 (centres undefined),-3,-4,-1,-2,-2,6,4,0.1,1.6,-0.8
CCOc1ccccc1C(=O)OCC(=O)NCCNC(=O)COC(=O)c1ccccc1OCC,0,0,-2,4,5,0,-2,-0.1,-0.4,-0.3
NC(N)=NC(=S)Nc1ccc(Cl)cc1,2,0,0,0,-2,3,6,0.9,0.5,0.1
O=[N+]([O-])c1ccccc1OCCOc1ccccc1[N+](=O)[O-],-2,-3,-2,11,-3,0,1,4.4,1.0,-0.6
COc1ccc(CCNC(=O)Cc2ccc(C)cc2)cc1OC,-4,8,-14,-7,3,1,1,-1.7,0.0,-1.3
O=C1CCCN1C(=O)CSc1nnnn1-c1ccccc1,-2,-13,-2,6,-3,3,4,-1.7,1.7,-0.3
O=C1C(c2ccc(F)cc2)N(Cc2ccc3c(c2)OCO3)C(=O)CN1C1CCCCCC1 (centres undefined),-3,-6,-13,4,3,1,3,1.5,0.5,-1.6
C/C(=N\NC(=O)c1cccs1)C(C)(C)C,-3,-2,-2,-1,-2,6,4,0.4,0.8,-0.2
CC(=O)Nc1ccc(S(=O)(=O)NCC(=O)NC(C)c2ccc(S(N)(=O)=O)cc2)cc1 (centres undefined),-1,-13,-1,5,-2,1,6,-0.4,0.5,-0.1
O=S(=O)(c1cccc2cccnc12)N1CCN(c2ccccc2)CC1,1,6,-3,-1,-1,3,-9,0.2,0.3,-0.6
CCc1ccc(S(=O)(=O)N2CCN(C(=O)C3CCN(C(C)=O)CC3)CC2)cc1,-2,-13,-3,11,-2,0,1,-1.8,1.0,-0.1
COc1cc(C(c2c(C)[nH][nH]c2=O)c2c(C)[nH][nH]c2=O)ccc1OC(=O)c1cccc([N+](=O)[O-])c1,-1,10,-4,5,0,-18,-16,0.3,-0.3,-1.1
COC(=O)c1c(C)cc(O)c(C)c1O,1,-3,4,2,7,4,1,-0.3,-0.5,0.1
O=C(NCCCNC(=O)c1ccco1)c1ccc(F)cc1,0,4,4,6,-8,3,2,-0.7,0.1,-0.6
Cn1c(SCC(=O)c2ccccc2)nnc1-c1cccs1,2,-1,-3,-14,0,-7,0,-0.6,1.0,-0.5
O=C(OCCOc1cccc(Cl)c1)c1ccc2ncsc2c1,2,-3,-1,-11,-10,4,-7,4.0,0.6,0.2
CCCCOc1ccc(N=Nc2ccc(N)nc2N)cn1,2,-2,0,-13,-10,-51,-2,8.5,-0.5,-0.9
Cc1cc(C)c2oc(C(=O)NC3CCS(=O)(=O)C3)cc(=O)c2c1 (centres undefined),-2,-1,-2,2,-5,-10,-1,-1.2,0.8,-0.1
Cn1cccc1Cc1nnc(SCC(=O)N2CCCc3ccccc32)n1-c1ccc(F)cc1,2,-7,0,-10,0,4,11,0.3,-1.1,-0.5
O=C(Oc1ccc(C(=S)N2CCCCC2)cc1)c1ccccc1F,0,3,-4,9,-8,-2,2,-1.2,-0.9,-0.2
O=[N+]([O-])c1ccc(NCCCc2ccccc2)cc1,-1,-9,-3,-6,x,-27,-3,1.0,-1.0,0.1
Cc1c(C(=O)Nc2ccccc2)sc2nc3n(c(=O)c12)CCCCC3,-3,-9,-12,1,7,-3,-2,1.0,0.2,-1.3
Cc1nnsc1-c1onc(C)c1C(=O)O/N=C/c1ccc(Cl)cc1,-2,12,-5,5,1,-3,4,-1.5,1.2,-0.2
Cc1ccc2c(Cn3ccnc3)cc(=O)oc2c1C,-2,-3,-2,6,-7,6,6,4.8,0.5,0.3
CC(C)CN(CC(C)C)S(=O)(=O)N1CCC(C(=O)NCc2cccs2)CC1,-1,-2,-8,2,-1,-3,5,-1.8,1.3,-0.6

# Whole records, quoted from the list. Values in the order: STEP inh	eLon inh	MsrA act	NRP1-CendR mod	Scp-1 inhibitor	SUMO1-SIM PPI	DNMT1 inh	LMPTP block	MsrA inhibitor	TbMetRS inhib
# Record of `O=[N+]([O-])c1ccc(NCCCc2ccccc2)cc1` → -1	-9	-3	-6	x	-27	-3	1.0	-1.0	0.1
# Record of `Cn1cccc1Cc1nnc(SCC(=O)N2CCCc3ccccc32)n1-c1ccc(F)cc1` → 2	-7	0	-10	0	4	11	0.3	-1.1	-0.5
# Record of `CC(C)CN(CC(C)C)S(=O)(=O)N1CCC(C(=O)NCc2cccs2)CC1` → -1	-2	-8	2	-1	-3	5	-1.8	1.3	-0.6
# Record of `Cc1cc(C)c2oc(C(=O)NC3CCS(=O)(=O)C3)cc(=O)c2c1` (centres undefined) → -2	-1	-2	2	-5	-10	-1	-1.2	0.8	-0.1
